ANO1 block: mouse TMEM16A channel inhibition, primary screen | Q8BHY3 | HEK293 TMEM16A/YFP iodide influx fluorescence, ionomycin | normalized B-score (activity score, 25-100; higher = stronger inhibition) at 10 µM | hit rate 1.2% among 310,000;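 active = ratio plate-corrected score three or more library SD toward inhibition, starting fluorescence score within five deviations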;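 note: score derived from kinetic fluorescence span divided by baseline fluorescence per well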
KCNK3 inh: human KCNK3 channel inhibition, primary screen. O14649. B-score at 10 µM. CHO-KCNK3 thallium flux, FluxOR fluorescence; hits give low values. AID 602410. hit rate 0.84% among 340,000;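 active = B-score under library mean minus 4 SD, starting fluorescence ratio at most library mean plus 5 SD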;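 note: more negative B-score means stronger inhibition of thallium flux through KCNK3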
KCNK9 block: inhibitors of human KCNK9 two-pore domain potassium channel. hit rate 1.2% among 310,000. AID 488922. B-score at 10 µM. HEK293 KCNK9, FluxOR thallium flux fluorescence; hits give low values. Q9NPC2;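 active = ratio B-score over 3 SD below the library mean, with starting fluorescence within 5 SD of its mean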;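 note: negative B-score means less thallium flux so channel inhibition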
Target sequence (Q9NPC2 whole entry, looked up, the tested form may be a part): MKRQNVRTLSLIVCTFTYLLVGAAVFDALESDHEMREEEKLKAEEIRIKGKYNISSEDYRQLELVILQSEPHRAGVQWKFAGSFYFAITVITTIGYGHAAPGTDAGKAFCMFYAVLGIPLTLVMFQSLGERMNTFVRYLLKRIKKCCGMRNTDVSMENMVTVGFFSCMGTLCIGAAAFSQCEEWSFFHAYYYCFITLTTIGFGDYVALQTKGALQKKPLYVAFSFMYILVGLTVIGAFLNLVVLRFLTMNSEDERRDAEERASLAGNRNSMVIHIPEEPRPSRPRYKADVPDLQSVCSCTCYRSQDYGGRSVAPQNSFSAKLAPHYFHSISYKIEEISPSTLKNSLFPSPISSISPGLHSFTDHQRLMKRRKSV
TMEM16A act: mouse TMEM16A channel activation, primary screen | B-score at 10 µM | hit rate 0.3% among 340,000 | AID 623877 | HEK293 TMEM16A/YFP-H148Q/I152L, iodide quench fluorescence; hits give low values;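 active = fluorescence-ratio B-score plate-corrected deviation score at least 3 library SD below zero, with starting fluorescence score within 5 deviations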;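 note: channel opened by trigger with iodide after compound preincubation; score built on the fluorescence ratio of max minus min over baseline; more negative score means more quench and so TMEM16A activation or potentiation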
KCNQ1 block: human KCNQ1 channel inhibition. hit rate 1.3% among 310,000. CHO-K1 KCNQ1, FluxOR thallium flux fluorescence; hits give high values. P51787. B-score at 10 µM;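 active = compounds whose thallium flux B-score, printed positive for inhibition, exceeds three library SD while starting fluorescence stays within three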;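 note: channel opened by potassium depolarization with thallium stimulus after 20 min compound exposure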
MrgX1 allo act: human MrgX1 positive allosteric modulation, primary screen. Q96LB2. MrgX1-HEK293, Fluo-4 calcium flux, FDSS; hits give high values. B-score at 10 µM. hit rate 0.63% among 310,000. AID 588675;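 active = plate-corrected calcium response at least 3 library SD above typical, normal starting fluorescence, not activating the receptor alone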;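 note: compound read alongside a low EC10 to EC30 dose of BAM8-22 agonist; peak minus trough fluorescence over baseline measured at the second addition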
Target sequence (Q96LB2 whole entry, looked up): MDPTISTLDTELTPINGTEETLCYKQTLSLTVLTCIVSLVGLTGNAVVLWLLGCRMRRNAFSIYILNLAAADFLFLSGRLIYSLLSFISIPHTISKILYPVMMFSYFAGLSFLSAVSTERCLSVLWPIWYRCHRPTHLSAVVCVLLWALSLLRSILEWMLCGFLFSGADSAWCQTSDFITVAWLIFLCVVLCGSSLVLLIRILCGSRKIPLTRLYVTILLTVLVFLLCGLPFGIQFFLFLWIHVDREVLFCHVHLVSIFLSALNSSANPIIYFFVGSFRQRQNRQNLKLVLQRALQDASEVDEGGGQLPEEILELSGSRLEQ
hERG protect: hERG (human) protection from proarrhythmic block; Q12809; CHO-hERG, FluxOR thallium flux, dofetilide IC70 present; activation (rescue from dofetilide block), less the hit threshold, % at 10 µM; hit rate 0.51% among 310,000;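 active = activation above the mean of controls blocked by dofetilide plus 5 SD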;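 note: thallium influx through hERG after potassium depolarization seen as dye fluorescence rise; in these data hits start at about 4.7%; inactives centre near -7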
KCNQ1 pot: potentiators or activators of human KCNQ1 potassium channel; P51787; hit rate 0.35% among 310,000; CHO-K1 KCNQ1, thallium flux FluxOR fluorescence; hits give high values; B-score at 10 µM;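 active = fluorescence ratio B-score, a plate-corrected score, at least three library SD, with initial intensity B-score within 5 SD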
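Assay system: CHO-K1 cells stably expressing KCNQ1; Medium: assay buffer with matched DMSO; Also added: K+/Tl+ depolarizing stimulus; Dosing: single dose; Timing: dye 90 min, compound 20 min, room temperature; Measured by: kinetic FluxOR thallium fluorescence, 10-s 1-Hz baseline, 110-s post-stimulus read; Read-out: peak-minus-minimum fluorescence over initial fluorescence, negative-control normalized, B-scored.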
RGS4 act: RGS4 potentiation or activation. AID 463111. B-score at 10 µM. hit rate 0.92% among 310,000. HEK293 M3R/inducible RGS4, carbachol calcium flux Fluo4; hits give low values;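 active = B-score of the integrated calcium signal more than 4 SD below the library mean, with starting fluorescence not abnormally high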;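 note: negative B-score means reduced calcium response which marks RGS4 activation or potentiation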
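test system = HEK293 cells with stable M3R and inducible RGS4 | schedule = recording 10 s baseline at 1 Hz, 100 s post-agonist | technique = Fluo4-AM (2 µM) calcium-flux fluorescence, kinetic read | measure = Agonist-evoked peak-minus-minimum fluorescence over baseline, integrated ratio, B score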
MrgX1 ag: agonists of human MrgX1 receptor | AID 588627 | B-score at 10 µM | MrgX1-HEK293 cells, Fluo-4 calcium fluorescence, agonist mode; hits give high values | hit rate 0.44% among 310,000;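 active = calcium response B-score plate-corrected fluorescence ratio at least 3 library SD, with starting fluorescence B-score inside 5 SD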
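Material: MrgX1-expressing HEK293 cells / Dosing: compound as first of three additions / Incubation: overnight seeding, then 1 h dark dye loading / Signal: Fluo-4 NW calcium fluorescence / Evaluation: B-scored fluorescence response ratio / Benchmarks: positive and negative control wells on each plate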
RGS4 block: inhibitors of human RGS4 | P49798 | HEK293 M3R/RGS4 inducible, Fluo-4 calcium flux; hits give high values; triggered by carbachol at its EC20 | B-score at 10 µM | hit rate 0.45% among 310,000;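 active = B-score, a plate-corrected calcium signal, over three deviations above library mean, with baseline fluorescence within five deviations of library mean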;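 note: RGS4 expression induced by doxycycline in cells with stable M3 receptor; B-score is computed from the integrated fluorescence ratio over baseline after carbachol; higher B-score means a larger calcium signal and so more RGS4 inhibition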
Target sequence (P49798 whole entry, looked up): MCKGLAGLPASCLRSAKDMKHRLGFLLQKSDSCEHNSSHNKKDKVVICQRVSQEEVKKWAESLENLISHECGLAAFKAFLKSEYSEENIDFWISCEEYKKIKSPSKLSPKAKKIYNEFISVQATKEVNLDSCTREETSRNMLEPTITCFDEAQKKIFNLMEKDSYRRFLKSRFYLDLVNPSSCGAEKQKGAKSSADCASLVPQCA
The depositor's hits bear a star; i = inactive; . = no result given.

SMILES	ANO1 block	KCNK3 inh	KCNK9 block	TMEM16A act	KCNQ1 block	MrgX1 allo act	hERG protect	KCNQ1 pot	RGS4 act	MrgX1 ag	RGS4 block
Cc1cc(C)n(-c2cc(N3CCOCC3)nc(-c3ccccc3)n2)n1	i	i	i	i	i	i	-7	i	i	i	i
CCNC(=O)c1c(O)c2cccc3c2n(c1=O)CC3	i	i	i	.	i	i	-6	i	i	i	i
COc1cccc(S(=O)(=O)Nc2ccc3sc(C)nc3c2)c1	i	i	i	i	i	i	-20	i	i	i	i
O=S(=O)(/C=C/c1ccccc1)N1CCOCC1	i	i	i	i	i	i	-4	i	i	i	i
O=C(O)CCc1nn2c3ccccc3n(CC(=O)c3cccs3)c2nc1=O	i	i	i	i	i	i	-4	i	i	i	i
Cc1cccc(OCC(=O)Nc2ccccc2N2CCN(C)CC2)c1	i	i	i	i	i	i	-10	i	i	i	i
CCOC(=O)C(NC(=O)c1ccc(F)cc1)(Nc1sc2c(c1C(N)=O)CCC2)C(F)(F)F (centres undefined)	i	i	i	i	i	i	-5	i	i	i	i
O=C(CN1C(=O)C2C3C=CC(C3)C2C1=O)OCC(=O)c1ccc(Cl)c([N+](=O)[O-])c1 (centres undefined)	i	i	i	i	i	i	-10	i	i	i	i
COCC(=O)N(C)CC1CCCN(CCc2ccccc2OC)C1 (centres undefined)	i	i	i	i	i	i	-11	i	i	i	i
Cc1ccc2oc(=O)c(/C=C(\O)c3ccccc3)nc2c1	i	i	i	i	i	i	-6	i	i	i	i
O=C1c2ccccc2C(=O)N1CC1=CCS(=O)(=O)C1	i	i	i	i	i	i	-9	i	i	i	i
Cn1c(CNC(=O)c2ccc3c(c2)OCO3)nnc1SCC(=O)Nc1ccccc1Cl	i	i	i	i	i	i	-5	i	i	i	i
O=C(CSc1nnc(-c2ccc([N+](=O)[O-])cc2)o1)Nc1ccccn1	i	i	i	i	i	i	-8	i	i	i	i
O=C(N/C(=C/c1ccco1)C(=O)N1CCOCC1)c1ccc([N+](=O)[O-])cc1	.	i	i	i	i	.	-6	i	i	.	i
CCOc1ccc(NS(=O)(=O)c2ccc(C(=O)NC3CCC(O)CC3)cc2)cc1 (centres undefined)	i	i	i	i	i	i	-11	i	i	i	i
CC(C)OC(=O)CCC(=O)Nc1nc2ccccc2s1	i	i	i	i	i	i	1	i	i	i	i
O=C(c1cccc([N+](=O)[O-])c1)N1CCN(c2n[nH]c(=O)[nH]c2=O)CC1	i	i	i	i	i	i	-13	i	i	i	i
NC(=O)COC(=O)CC1CC2CCC1C2 (centres undefined)	i	i	i	i	i	i	-7	i	i	i	i
CC(=O)c1ccc(S(=O)(=O)NCCC(=O)OC(C)C(=O)Nc2ccc(F)cc2)cc1 (centres undefined)	i	i	i	i	i	i	-6	i	i	i	i
O=C(Cc1ccccc1)NC(NNc1ccccc1)(C(F)(F)F)C(F)(F)F	i	i	i	i	i	i	-9	i	i	i	i
Cc1cccc(C(=O)Nc2ccc3c(c2)nc(C)n3C)c1	i	i	i	i	i	i	-2	i	i	i	i
CC(C)(C)c1nnc(NS(=O)(=O)c2ccc([N+](=O)[O-])cc2)s1	i	i	i	i	i	i	-10	i	i	i	i
COc1cccc(CNC(=S)Nc2cc(C)ccc2C)c1	i	i	i	i	i	i	-10	i	i	i	i
CC(=O)Nc1cccc(C(=O)N2CCN(Cc3ccccc3)CC2)c1	i	i	i	i	i	i	-14	i	i	i	i

Entries of single compounds, quoted from the list. Screens in order: ANO1 block | KCNK3 inh | KCNK9 block | TMEM16A act | KCNQ1 block | MrgX1 allo act | hERG protect | KCNQ1 pot | RGS4 act | MrgX1 ag | RGS4 block
CC(=O)Nc1cccc(C(=O)N2CCN(Cc3ccccc3)CC2)c1 as listed: i | i | i | i | i | i | -14 | i | i | i | i
CC(C)(C)c1nnc(NS(=O)(=O)c2ccc([N+](=O)[O-])cc2)s1 as listed: i | i | i | i | i | i | -10 | i | i | i | i

Next structures.
SMILES	ANO1 block	KCNK3 inh	KCNK9 block	TMEM16A act	KCNQ1 block	MrgX1 allo act	hERG protect	KCNQ1 pot	RGS4 act	MrgX1 ag	RGS4 block
CCc1cc[n+](C2=C([O-])c3ccccc3C(=O)/C2=N\S(=O)(=O)c2cccs2)cc1	i	i	i	i	i	i	-4	i	i	i	i
O=C(CSc1ccc(-c2cccnc2)nn1)N1CCCC1	i	i	i	i	i	i	-6	i	i	i	i
Cc1ccc(S(=O)(=O)N(CC(=O)Nc2ccc(C(N)=O)cc2)C(=O)N2CCN(C)CC2)cc1	i	i	i	i	i	i	-5	i	i	i	i
CCCCc1cc(O)c(CCCC)c(O)c1	100*	i	-12*	i	i	i	-3	i	-8*	i	i
O=C(NCc1ccco1)c1c(O)c2cccc3c2n(c1=O)CCC3	i	i	i	i	i	i	-1	i	i	i	i
COc1ccc(N=Cc2c(O)cc(C)oc2=O)cc1	i	i	i	i	i	i	-10	i	i	i	i
CC12CCC(=O)N1C(C(=O)N1CCN(S(=O)(=O)c3ccc(F)c(F)c3)CC1)CS2 (centres undefined)	i	i	i	i	i	i	-9	i	i	i	i
COc1ccccc1NC(=O)c1nnn(CC(=O)Nc2ccccc2)c1N	i	i	i	i	i	i	-4	i	i	i	i
Cc1ccccc1-c1nc2ccccc2c(=O)n1/N=C/c1ccc([N+](=O)[O-])cc1	i	i	i	i	i	i	-10	i	i	i	i
Cc1ccc2cc3c(N)c(C(=O)Nc4c(C)[nH]c(=O)[nH]c4=O)sc3nc2c1	i	i	i	i	i	i	-12	i	i	i	i
CCCNC(=O)c1csc(Nc2cccc3ccccc23)n1	i	i	-8*	i	i	i	-4	i	i	i	i
C/C(CC(=O)Nc1ccc(Cl)cc1)=N\NC(=O)C(=O)N1CCCCC1	i	i	i	i	i	i	-5	i	i	i	i
Cc1ccc(C(=O)CC(C(=O)O)P(=O)(c2ccccc2)c2ccccc2)cc1 (centres undefined)	i	i	i	i	i	i	1	i	i	i	i
O=C(Nc1ccc2c(c1)OCO2)N1CCN(c2ncccn2)CC1	i	i	i	i	i	i	-6	i	i	i	i
CCOc1ccc(C(C(=O)NC2CCCCC2)N(C(=O)c2ccco2)c2ccc(-n3cnnn3)c(C)c2)cc1 (centres undefined)	i	i	i	i	i	i	-10	i	i	i	i
Cc1ccc(-c2nc3ncccc3o2)cc1NC(=S)NC(=O)c1ccco1	i	i	i	i	i	i	-11	i	i	i	i
CCOc1ccc(S(=O)(=O)N2CCCCC2)cc1NC(=O)CC1OC(=O)c2ccccc21 (centres undefined)	i	i	i	i	i	i	-12	i	i	i	i
Cc1cc(NC(=O)CN(C)CCOc2ccccc2)ccc1Br	i	i	i	i	i	i	-19	i	i	i	i
C#CCOC(=O)CCCC(=O)Nc1ccccc1OC	i	i	i	i	i	i	-10	i	i	i	i
CCN(CC)c1ccc(NC(=O)/C=C/c2cc(Br)ccc2OC)cc1	i	i	i	i	i	i	-6	i	i	i	i
N#CC1=C(N)N(c2ncn[nH]2)C2=C(C(=O)CCC2)C1c1ccccc1 (centres undefined)	i	i	i	i	i	i	-8	i	i	i	i
Cc1ccc(NC(=O)CCOc2ccccc2C)cc1C	i	i	i	i	i	i	-5	i	i	i	i
Cc1cc(C(=O)Nc2ccccc2N2CCOCC2)c(C)o1	i	i	i	i	i	i	-8	i	i	i	i
Nc1ncc(Br)cc1S(=O)(=O)NCCC(=O)NCc1ccc(F)cc1	i	i	i	i	i	i	-15	i	i	i	i
Nc1[nH]n2c(=O)c3c(nc2c1N=Nc1ccc(Cl)cc1)CCCC3	i	i	-9.6*	i	i	i	-7	i	i	i	i
CC(=O)Nc1ccc(C(=O)/C=C/c2ccc[nH]2)cc1	i	i	i	i	i	i	-7	i	i	i	i
O=C(Nc1cccc(C(=O)O)c1)/C(=C\c1ccc2c(c1)OCO2)NC(=O)c1ccc(Br)o1	i	i	i	i	i	i	-3	i	i	i	i
OCc1nnc2c3ccccc3c(-c3ccccc3)nn12	i	i	i	i	i	i	-12	i	i	i	i
O=C(CN1CCCCC1)N/N=C/c1ccccc1Br	i	i	i	i	i	i	-3	i	i	i	i
Cc1ccc2c(c1)/C(=C/c1ccccc1)C(=O)N2	i	i	i	i	i	i	-4	i	i	i	i
O=Cc1ccccc1OCCN1CCCC1=O	i	i	i	i	i	i	-4	i	i	i	i
COc1ccc(CC(=O)NCC(=O)N/N=C/c2sccc2C)cc1	i	i	i	i	i	i	-11	i	i	i	i
O=C(NC1CCCCC1)C1CC(=O)N(c2cccc([N+](=O)[O-])c2)C1 (centres undefined)	i	i	i	i	i	i	-19	i	i	i	i
COc1ccc(C(CCN2CCCC(C)C2)c2c(OC)cc(OC)c3c(-c4ccccc4)cc(=O)oc23)cc1 (centres undefined)	i	i	i	i	i	i	-25	i	i	i	i
CN(C)c1ccc(C(=O)OCC(=O)NCC2CCCO2)cc1 (centres undefined)	i	i	i	i	i	i	-10	i	i	i	i
COC(=O)c1cn(NC(=O)c2cc([N+](=O)[O-])ccc2F)c(=O)c2ccccc12	i	i	i	i	i	i	-4	i	i	i	i
COc1ccc(NC(=S)NCCc2ccc(S(N)(=O)=O)cc2)c(OC)c1	i	i	i	i	i	i	0	i	i	i	i
CCN(CC)S(=O)(=O)c1ccc(OC)c(NC(=S)Nc2cccc(C)c2C)c1	i	i	i	i	i	i	-5	i	i	i	i
CCOc1ccccc1NC(=O)CCC(=O)Nc1ccccc1OCC	i	i	i	i	i	i	-5	i	i	i	i
COC(=O)C1=C(C)n2cnnc2NC1c1ccc(Cl)cc1 (centres undefined)	i	i	i	i	i	i	-5	i	i	i	i
O=C(O)C(NS(=O)(=O)c1ccccc1)C(O)c1ccccc1 (centres undefined)	i	i	i	i	i	i	-6	i	i	i	i
CC(C)c1ccc(NC(=O)COc2nnc(-c3cccs3)c(-c3cccs3)n2)cc1	i	i	i	i	i	i	-12	i	i	i	i
CC(NC(=O)c1ccc(N2CCCC2=O)cc1)c1ccccc1 (centres undefined)	i	i	i	i	i	i	-18	i	i	i	i
Cc1ccsc1/C=N/NC(=O)C(O)c1ccccc1 (centres undefined)	i	i	i	i	i	i	0	i	i	i	i

Compound activity deposited in PubChem by Johns Hopkins Ion Channel Center.
